# Compound activity (PubChem)
# PG9 Ab binder = PG9 antibody binding by small molecule. inhibition, % at 6.7 µM. hit rate 0.43% among 360,000. TR-FRET gp120-PG9 antibody binding; in the data active = inhibition above about 8.5%
# DAX1 inh-1 = blocks DAX1 repression of SF-1 activated StAR promoter | hit rate 1.1% among 370,000 | HEK293T StAR-luciferase reporter, SF-1/DAX-1 repression relief | inhibition, % at 6.8 µM | AID 652010;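 active = inhibition above the mean over all tested compounds plus 3 SD, cut at about 3.6% in these data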;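 note: 0% = DAX-1 cells with DMSO and 100% = cells lacking DAX-1 with DMSO; higher inhibition means more luminescence from relief of DAX-1 repression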
# DAX1 inh-2 = inhibitors of human orphan nuclear receptor DAX1 (NR0B1); inhibition, % at 6.75 µM; hit rate 0.99% among 340,000; HEK293 Gal4-DAX1 luciferase reporter, luminescence; P51843; AID 504766;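 active = inhibition above the mean over all tested compounds plus 3 SD, cut at about 4.2% in these data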;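 note: 0% = DAX1-transfected cells with DMSO and 100% = empty-vector control cells with DMSO; inhibition shows as a rise in luminescence from relieved DAX1 repression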
# GAA850 FXN act = frataxin GAA850 promoter activation; activation, % at 6 µM; hit rate 0.56% among 360,000; HEK293 lucGAA850 FXN promoter luciferase reporter, 24 h; percent of 10 µM SAHA response;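 active = activation above the average of all compounds screened plus 3 SD, cutoff fixed separately per campaign, cut at about 7.5% in these data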;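 note: 0% = DMSO wells and 100% = 10 µM SAHA wells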
# hcDAF-12 act = activates DAF-12 receptor from parasite H. contortus; activation, % at 6.8 µM; hit rate 1.4% among 370,000; AID 652067; HEK293 hcDAF-12 lit1-tk-luc reporter, luminescence; 0% DMSO, 100% Δ7-dafachronic acid;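 active = activation above the mean of all tested compounds plus 3 SD, cut at about 5.5% in these data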;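 note: 100% = response to 3 µM Δ7-dafachronic acid high control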
# sPLA2-III inh = Inhibits HGIII-sPLA2 liposome hydrolysis, primary screen; QFRET BODIPY PC-A2 liposome hydrolysis, fluorescence; inhibition, % at 12.2 µM; hit rate 0.56% among 370,000;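 active = inhibition above mean plus 3 SD of compounds lying within the high and low control bounds, cut at about 19% in these data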;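 note: 0% = median of test compound wells and 100% = no enzyme DMSO wells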
# Target sequence (Q9NZ20 whole entry, looked up): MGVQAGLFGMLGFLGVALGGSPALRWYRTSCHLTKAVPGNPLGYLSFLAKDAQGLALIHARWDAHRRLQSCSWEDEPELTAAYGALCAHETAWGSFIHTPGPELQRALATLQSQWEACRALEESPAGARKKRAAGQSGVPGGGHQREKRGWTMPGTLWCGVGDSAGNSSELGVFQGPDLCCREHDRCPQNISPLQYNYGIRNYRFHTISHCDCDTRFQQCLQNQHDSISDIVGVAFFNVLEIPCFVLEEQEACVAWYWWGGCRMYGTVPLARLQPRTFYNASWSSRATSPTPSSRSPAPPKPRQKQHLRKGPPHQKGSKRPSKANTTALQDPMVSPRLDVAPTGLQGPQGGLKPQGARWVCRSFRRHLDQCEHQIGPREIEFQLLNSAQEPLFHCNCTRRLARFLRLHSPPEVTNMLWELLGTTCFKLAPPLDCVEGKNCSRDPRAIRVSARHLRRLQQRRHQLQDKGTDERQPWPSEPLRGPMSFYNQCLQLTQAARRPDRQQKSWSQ
# hgDAF12 agonist = activates the H. glycines DAF-12 receptor ligand-binding domain | HEK293 GAL4-hgDAF12 UAS-luciferase reporter, agonist luminescence; normalized to butyrate control | hit rate 1.8% among 370,000 | activation, % at 6.8 µM;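 active = activation above a cutoff set at the mean of all screened compounds plus 3 SD, cut at about 10% in these data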;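 note: 0% = DMSO wells and 100% = sodium butyrate wells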
# ssDAF12 agonist = activates DAF-12 receptor from parasite S. stercoralis. AID 652126. HEK293 ssDAF-12/GRIP1 lit1-tk-luc reporter, luminescence; % of 3 µM dafachronic acid response. hit rate 1% among 370,000. activation, % at 6.8 µM;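 active = activation above the mean over all tested compounds plus 3 SD, cut at about 0.9% in these data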;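 note: 0% = DMSO-only wells and 100% = 3 µM delta7-dafachronic acid wells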
# NR1D1 modulator = modulators of human Rev-erb alpha DNA binding. P20393. Rev-erbα–FITC-DNA binding, fluorescence polarization, 90 min. activity, % at 10 µM. hit rate 0.79% among 370,000;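 active = activity above about 14%, limit read from the data; passing the limit was not always enough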;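 note: 0% = DMSO wells with 35 nM protein and 100% = DMSO wells with 750 nM protein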
# Target sequence (P20393 whole entry, looked up): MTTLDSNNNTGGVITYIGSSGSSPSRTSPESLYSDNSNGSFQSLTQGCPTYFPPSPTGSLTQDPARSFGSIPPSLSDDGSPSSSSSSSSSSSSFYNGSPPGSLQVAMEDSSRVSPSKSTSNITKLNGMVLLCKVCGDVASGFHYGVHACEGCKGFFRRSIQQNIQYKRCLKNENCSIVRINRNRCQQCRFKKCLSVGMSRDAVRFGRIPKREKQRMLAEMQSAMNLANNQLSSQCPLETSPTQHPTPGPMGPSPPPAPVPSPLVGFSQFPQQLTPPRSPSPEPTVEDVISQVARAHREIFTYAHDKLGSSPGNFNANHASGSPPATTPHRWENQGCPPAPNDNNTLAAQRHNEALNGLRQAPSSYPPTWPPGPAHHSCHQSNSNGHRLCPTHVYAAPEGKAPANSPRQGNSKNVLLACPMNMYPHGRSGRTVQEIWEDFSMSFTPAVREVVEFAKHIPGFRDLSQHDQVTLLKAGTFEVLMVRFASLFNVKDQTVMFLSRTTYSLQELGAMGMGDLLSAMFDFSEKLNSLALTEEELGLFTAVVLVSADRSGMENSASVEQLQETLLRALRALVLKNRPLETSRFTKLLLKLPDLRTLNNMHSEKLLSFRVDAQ
# PLCb3 inh = inhibitors of human phospholipase C beta3. inhibition, % at 12.2 µM. Purified PLC-beta3, fluorogenic substrate, fluorescence. hit rate 0.18% among 370,000. AID 720704. Q01970; in the data active = inhibition above about 11%;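 note: 0% = median of compound wells on plate and 100% = full blocker control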
# SMARCA2 act = increases SMARCA2 function in MMTV reporter cells; MG213 cells, MMTV-luciferase reporter, dexamethasone, overnight; activation, % at 9.1 µM; hit rate 1% among 370,000; in the data active = activation above about 7.8%;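 note: 0% = vehicle wells and 100% = reference activator wells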
# Starred values were filed as active, the others as inactive; i = inactive; . = no result given.
SMILES,PG9 Ab binder,DAX1 inh-1,DAX1 inh-2,GAA850 FXN act,hcDAF-12 act,sPLA2-III inh,hgDAF12 agonist,ssDAF12 agonist,NR1D1 modulator,PLCb3 inh,SMARCA2 act
Cc1ccc2oc(=O)c3cnn(CC(=O)N(CCN(C)C)Cc4ccco4)c3c2c1,0.5,0.0,0.2,1.2,-1.2,-5,4.5,-1.5,6,3,0
COc1ccccc1NS(=O)(=O)c1cccc(C(=O)NCC2(N(C)C)CCCCC2)c1,1.5,1.1,0.7,1.6,0.6,8,-1.2,-0.7,3,-4,-3
CC(C)c1ccccc1NC(=O)COC(=O)c1cc(=O)[nH]c(=O)[nH]1,-1.5,-0.4,-0.2,1.7,-3.1,10,0.8,-1.5,6,-1,-1
Fc1cccc(C2NN=C(c3ccccc3)S2)c1 (centres undefined),-0.3,4.5*,3.0,7.2,10*,-5,28*,2.3*,4,1,12*
CCn1c(CNc2ccc(Cl)cc2)nnc1SCc1ccc(C)cc1,1.1,-1.0,-0.7,0.2,1.1,-10,0.5,-0.7,1,0,-3
Cc1ccc(C(=O)N2CCN(c3ccc([N+](=O)[O-])cc3)CC2)o1,-0.1,-0.7,1.2,-0.3,-3.0,1,-2.3,-0.7,3,-6,-5
O=C1CC(N2CCC(c3nc4ccccc4[nH]3)CC2)C(=O)N1c1cccc(F)c1 (centres undefined),-0.4,-0.2,-0.5,3.5,-0.9,6,-1.5,-1.1,0,1,3
O=C(CSc1nnc(COc2ccc(Cl)cc2)o1)N1CCCC1,1.7,-0.3,0.5,0.1,-0.9,3,0.0,-0.3,-3,-9,2
C[C@H]1CN([C@@H](C)CO)S(=O)(=O)c2ccc(Br)cc2O[C@@H]1CN(C)S(=O)(=O)c1ccccc1,-1.5,1.6,-0.4,-0.1,2.2,-17,-1.7,-1.9,2,1,1
O=C(CC1C(=O)NCCN1Cc1ccc(F)c(F)c1)NCCCn1ccnc1 (centres undefined),-0.4,0.1,1.4,1.6,0.1,-1,-1.9,-1.1,-1,-3,0
CCOC(=O)c1cccc(NC(=O)CCc2nnc3ccc(N4CCCCC4)nn23)c1,-3.1,-1.1,0.3,1.9,-3.2,-1,0.8,-1.0,-3,3,2
CCOc1ccc(C(=O)N2CCN(c3ccccc3)CC2)cc1,1.8,0.3,.,3.4,-1.3,-3,1.1,0.0,0,0,3
COC(=O)c1cn(NC(=O)/C=C/c2cc(OC)ccc2OC)c(=O)c2ccccc12,-0.8,-0.9,0.2,1.4,-1.8,-20,1.0,-1.2,-4,-487,-1
CCN(CC)C(=O)/C(=C/c1cccc([N+](=O)[O-])c1)NC(=O)c1ccco1,0.4,-0.1,0.0,2.8,-2.3,8,-2.8,-1.3,2,-1,-2
COc1ccc([C@H]2CN(c3ccc(OC)cc3)C(=O)[C@@H]2CC(=O)Nc2ccccc2)cc1,-1.6,-1.3,0.4,0.2,-2.6,-6,1.4,-0.2,-4,-2,1
COc1c(C(=O)NCCSC(C)(C)C)ccc2ccccc12,0.8,0.6,0.0,4.2,-2.3,-7,1.9,-1.8,2,8,4
Cc1ccc(NC(=O)C2CCCN2C(=O)Oc2ccccc2)cc1C (centres undefined),1.3,-0.5,0.5,-1.7,-0.7,1,-1.3,-1.9,2,-1,1
O=C(O)Cn1cc2c(n1)CCCC2,-1.9,0.0,-0.7,-0.3,-1.5,0,-2.4,-1.6,-2,2,2
CC(NC(=O)NC(=O)c1ccc(Cl)cc1Cl)C1CC1 (centres undefined),-3.2,1.1,-0.8,0.8,-1.0,2,5.8,-1.1,2,-4,2
CC1CCCCN1C(=O)Cn1cnc2c1c(=O)n(C)c(=O)n2C (centres undefined),-0.4,-0.4,0.0,0.7,1.4,-2,1.4,0.8,4,3,-1
NC(c1ccccc1)c1cccs1 (centres undefined),-0.8,0.7,.,.,-1.7,12,2.8,-1.4,-4,-2,-4
CCn1cc(CNC(=O)c2ccc(OC3CCN(Cc4ccccn4)CC3)cc2)cn1,0.3,-2.8,-0.9,0.4,-2.9,-3,-3.6,-1.6,3,-4,-3
COc1ccc(C(=O)NCC(C)(C)N2CCOCC2)cc1S(=O)(=O)N1CCCC1,0.1,1.3,0.3,0.9,-0.8,0,-1.2,-0.5,-4,4,-1
CS(=O)(=O)c1ccc(C(=O)N(Cc2ccccc2)c2ccccc2)cc1,-0.9,-0.2,-1.8,-0.5,-2.6,2,0.3,-0.9,1,-7,0
CC1(C)CC(CCNC(=O)c2ccc(-n3cnnn3)cc2)CC(C)(C)N1,-0.4,0.4,0.0,0.0,-0.4,12,-0.6,-1.4,1,4,1
CC(=O)Nc1ccc(OCC(O)Cn2c(C(C)C)nc3ccccc32)cc1 (centres undefined),0.5,-0.1,0.0,0.8,-0.5,3,-0.1,-1.3,-2,2,-4
CN(C)S(=O)(=O)c1ccc(C(=O)OCCN=C2NS(=O)(=O)c3ccccc32)cc1,-1.8,1.2,-0.2,-0.8,0.4,-6,0.9,-1.2,3,1,-2
CC1Cc2cc(S(=O)(=O)CCC(=O)NC3CCCCC3)ccc2N1C(=O)C1CC1 (centres undefined),-0.1,-0.2,0.1,2.0,-1.6,1,-2.4,-1.0,-5,-4,-2
Cc1ccc(NC(=O)COc2ccc(N(C)S(=O)(=O)c3ccc(F)cc3)cc2)cc1,0.3,-2.1,-1.4,0.6,-3.8,-15,-3.4,-1.8,4,-2,-3
Cc1ccc(NC(=O)CN2C(=O)S/C(=C\c3cc(C)n(-c4ccc(C(=O)O)cc4)c3C)C2=O)cc1,-3.5,-0.9,-0.3,-1.1,-0.1,-13,3.1,-1.9,-4,-52,4
Cc1nc2ccc(NC(=O)c3cnc(Cl)c(Cl)c3)cc2s1,1.5,0.5,0.2,4.8,0.7,8,7.8,-0.7,1,-2,0
COC(=O)Cn1c(CN2CCC(Cc3ccccc3)CC2)nc2c1c(=O)n(C)c(=O)n2C,0.1,-0.4,-1.6,-0.8,-1.5,0,-1.6,-1.4,3,-3,-4
O=C(NCCNS(=O)(=O)c1ccc(Cl)cc1)c1cc(OCC(F)(F)F)ccc1OCC(F)(F)F,0.1,-1.2,-0.3,5.7,-0.7,-5,-1.4,-0.5,3,2,-3
CCOC(=O)CSc1nnc(CNC(=O)c2cccs2)n1-c1cccc(C)c1,-2.1,-0.4,1.6,0.8,0.5,8,-0.2,-0.7,-7,3,-3
COc1ccc(C2c3[nH]c4ccccc4c3CCN2C(=O)Cc2nonc2C)c(F)c1 (centres undefined),0.4,0.5,0.0,0.1,5.7*,-32,8.6,-0.2,-5,-16,6
COc1ccc(OCC2CN(Cc3ccccc3)S(=O)(=O)CCO2)cc1 (centres undefined),-3.0,-0.2,.,.,-1.3,-4,-3.8,-0.5,0,4,-3
Brc1cccc(OCCCN2CCCCCC2)c1,-2.7,0.3,-1.0,0.4,2.7,0,-1.6,-1.4,6,3,-1
CCNC(=O)NC(=O)COC(=O)CCCc1nc2ccccc2s1,0.3,0.6,0.2,-2.4,-1.2,-2,-3.4,-1.4,-1,-6,-1
CCN(CC(=O)NC(=O)Nc1ccccc1F)Cc1ccccc1,2.7,0.2,-0.1,1.4,-2.4,6,0.6,-1.4,-1,-1,2
CC(C)Sc1nc(N)nc(-c2cccs2)c1C#N,-0.5,2.3,1.1,5.7,0.4,-7,8.0,-0.3,5,-46,5
CCOC(=O)N1CCN(C(=O)CN(c2ccc(C)cc2)S(=O)(=O)c2c(C)noc2C)CC1,-0.1,0.5,-1.0,-1.0,1.0,3,-0.8,-0.8,2,5,-6
O=C(NCc1ccccc1Cl)c1ccc(CS(=O)(=O)c2ccccc2)o1,-1.1,0.1,-0.1,0.8,1.2,-3,-0.5,-0.9,5,-7,-2
CCCN(CC(=O)Nc1ccccc1C)C(=O)c1ccc2[nH]c3c(c2c1)CC(C)CC3 (centres undefined),-1.7,-0.3,-1.5,-3.4,-2.8,-56,-4.2,-2.3,0,-28,0
Cc1nn(-c2ccc([N+](=O)[O-])cc2)c(N)c1-c1ccccc1,-1.4,4.8*,1.6,5.9,4.8,0,17*,0.9*,-1,-7,4
COc1ccc(NC(=O)C(c2ccc(OC)cc2)N(C)C(=O)CNC(C)=O)cc1 (centres undefined),-0.6,-0.1,1.7,-0.1,-0.7,-2,-0.1,-1.1,2,2,1
Cc1ccc(CNC(=O)CN(C(=O)C2(C)CC(=O)N=C3C=CC=CN32)c2ccccc2)cc1 (centres undefined),0.0,0.3,-0.9,-1.3,1.3,2,1.7,-0.7,-9,-137,-2
N/C(=N/O)C(c1ccccc1)c1ccccc1,1.9,1.0,-0.8,2.9,5.8*,-4,3.0,-0.4,0,3,0
Cc1cccc2nc3c(nc12)CCCC3,-1.0,-0.1,1.2,0.2,-0.1,5,0.9,-1.5,6,-2,1
CCOC1=C2CN(S(=O)(=O)c3ccc(C)cc3)[C@H](c3ccccc3)C[C@@H]2N(S(C)(=O)=O)[C@H](c2ccccc2)C1,0.8,-0.7,.,.,-2.4,-5,0.5,-0.9,6,-1,1
O=S(=O)(NCc1csc(-c2ccccc2)n1)c1ccc(Cl)s1,0.4,-0.6,-0.3,0.9,-1.1,-19,-1.7,-0.5,2,-4,-1
O=C(NCCS(=O)(=O)N1CCN(c2ccccc2)CC1)C12CC3CC(CC(C3)C1)C2,0.7,-0.7,0.4,-3.3,-1.6,-9,-0.1,-1.3,-1,-2,-2
Cc1nn(-c2ccccc2Cl)c(Cl)c1/C=N/Nc1cccc(C(=O)O)c1,-2.5,4.0*,-4.0,7.8*,4.3,-5,10,0.4,-1,-1,3
COc1cccc(NC(=O)CSc2nnc(NC(=O)c3ccco3)s2)c1,0.7,0.2,-0.3,0.6,2.2,-5,1.0,-0.8,-3,-19,2
Cc1nc2c(C(=O)NCCc3ccccc3)c[nH]n2c(=O)c1Cl,-0.9,0.5,0.0,-1.0,-1.0,-36,-0.5,-0.6,-7,-7,-2
Cc1cc(C)c2c(N)c3cccc(C)c3nc2n1,-1.2,1.6,2.4,8.0*,10*,4,3.6,1.7*,-13,i,28*
CC(=O)NS(=O)(=O)c1ccc(NS(=O)(=O)c2ccc(F)cc2)cc1,-0.9,0.3,0.7,0.9,0.9,4,2.0,-1.4,2,2,1
CC(=O)Nc1ccc(S(=O)(=O)Nc2nc3ccccc3nc2-n2ccc(=NC(=O)c3ccccc3)cc2)cc1,-0.1,0.1,.,0.3,0.8,1,-1.1,-0.4,0,-70,-5
COc1ccc(S(=O)(=O)NCCN2CCOCC2)cc1[N+](=O)[O-],0.7,-0.5,0.3,1.6,-2.3,2,-0.6,-0.6,4,-5,-3

# One compound at a time, from the list above.
# Cc1cccc2nc3c(nc12)CCCC3 as listed: PG9 Ab binder = -1.0; DAX1 inh-1 = -0.1; DAX1 inh-2 = 1.2; GAA850 FXN act = 0.2; hcDAF-12 act = -0.1; sPLA2-III inh = 5; hgDAF12 agonist = 0.9; ssDAF12 agonist = -1.5; NR1D1 modulator = 6; PLCb3 inh = -2; SMARCA2 act = 1
# Cc1ccc(CNC(=O)CN(C(=O)C2(C)CC(=O)N=C3C=CC=CN32)c2ccccc2)cc1 (centres undefined) as listed: PG9 Ab binder = 0.0; DAX1 inh-1 = 0.3; DAX1 inh-2 = -0.9; GAA850 FXN act = -1.3; hcDAF-12 act = 1.3; sPLA2-III inh = 2; hgDAF12 agonist = 1.7; ssDAF12 agonist = -0.7; NR1D1 modulator = -9; PLCb3 inh = -137; SMARCA2 act = -2
